Compound activity from PubChem BioAssay.
MITF act: activators of MITF-driven TRPM1 promoter reporter, primary screen, cell-based, SK-MEL-5, luciferase, single point. SK-MEL-5 TRPM1-promoter luciferase, 24 h; % of positive control, neutral wells = 0. activation, % at 12.5 µM. AID 588334, 2011. actives 0.75% (n = 300,000);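 active = mean activation of at least 80% with every replicate also reaching 80%; inconclusive = mean reaches 80% but some replicate falls short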;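 note: 0% = neutral control wells and 100% = parthenolide positive control wells; values of inactives mirror those of a sister screen read the other way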
SR-BI HDL uptake: inhibitors of SR-BI mediated HDL lipid uptake, primary screen, ldlA[mSR-BI] cells, fluorescence, single point; Scavenger receptor class B member 1 (Mus musculus), Q61009; ldlA[mSR-BI] CHO cells, DiI-HDL uptake fluorescence, 3 h; inhibition, % at 12.5 µM; actives 0.96% (n = 320,000);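 active = mean replicate inhibition of at least 70% and a set share of replicates each scoring 70 or more; inconclusive = meets just one of the two criteria; inactive = fails both criteria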;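 note: 0% = median of neutral control wells and 100% = median of positive control wells; values of inactives mirror those of a sister screen read the other way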
dFosB activator: activators of delta FosB homodimer, primary screen, biochemical, fluorescence polarization, TAMRA-CDK5 oligo, single point | Protein FosB (Mus musculus), P13346 | purified delta FosB; percent of positive-control signal above neutral wells | actives 0.99% (n = 340,000) | activation, % at 25 µM;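 active = mean activation above about 17%, with every replicate also reaching it, limit read from the data, passing the limit was not always enough; inconclusive = only one of the two conditions met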;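 note: fluorescence polarization rise as delta FosB binds a TAMRA Cdk5 AP-1 oligo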
Rtt109 Vps75: inhibitors of C. albicans Rtt109/Vps75 HAT, primary screen, biochemical, ThioGlo CoA-SH fluorescence, plate reader; AID 540336, 2011; purified Rtt109/Vps75, 4 h; actives 0.16% (n = 330,000); Histone acetyltransferase RTT109 (Candida albicans (strain SC5314 / ATCC MYA-2876)), …; inhibition, % at 34.9 µM;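 active = inhibition of at least 50% in every replicate; inconclusive = best replicate reaches 50% inhibition but some replicates fall short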
Target sequence (Q5AAJ8 whole entry, looked up): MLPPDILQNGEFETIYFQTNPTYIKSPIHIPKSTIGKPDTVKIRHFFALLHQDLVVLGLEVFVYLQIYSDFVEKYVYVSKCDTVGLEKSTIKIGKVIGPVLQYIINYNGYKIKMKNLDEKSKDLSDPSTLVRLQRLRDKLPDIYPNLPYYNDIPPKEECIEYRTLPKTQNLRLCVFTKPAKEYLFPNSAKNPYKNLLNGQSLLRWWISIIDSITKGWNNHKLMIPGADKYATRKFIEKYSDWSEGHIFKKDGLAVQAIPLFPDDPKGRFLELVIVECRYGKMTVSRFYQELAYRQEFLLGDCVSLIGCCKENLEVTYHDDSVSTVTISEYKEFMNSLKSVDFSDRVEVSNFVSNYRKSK
PvdQ inh: P. aeruginosa PvdQ acylase inhibitors, primary screen, biochemical, fluorescence, plate reader and imaging, single point | PvdQ acylase [Pseudomonas aeruginosa LESB58] | AID 488965, 2010 | purified PvdQ acylase | inhibition, % at 10 µM | actives 0.063% (n = 340,000); in the data active = inhibition above about 30%, passing the limit was not always enough; inconclusive = no clear call, values can overlap the other calls;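 note: 0% = vehicle neutral wells and 100% = reference inhibitor wells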
SR-BI DiI-HDL act: activators of SR-BI mediated DiI-HDL uptake, primary screen, ldlA[mSR-BI] CHO cells, DiI fluorescence; 3 h; 100 = double the neutral-control signal; activation, % at 12.5 µM; actives 0.096% (n = 320,000);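 active = mean replicate activation of at least 60% and every replicate at or above 60%; inconclusive = mean or all-replicate condition met, but not both; inactive = mean below 60% and not all replicates reaching 60%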;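 note: 0% = median plate neutral-control signal and 100% = twice that signal; values of inactives mirror those of a sister screen read the other way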
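System: LDL receptor-deficient CHO ldlA cells overexpressing murine SR-BI | Timing: 3 h uptake period with compound, 37 °C | Medium: HEPES-buffered (25 mM, pH 7.4) F12 plus 0.5% BSA | Dosing: Single-point compound dose | Signal: Bottom-read fluorescence, 550/595 nm | Read-out: Retained DiI signal reflecting DiI-HDL uptake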
CDK5 inh: inhibitors of human CDK5/p35 kinase, primary screen, biochemical, single concentration; Recombinant CDK5/p35, ADP-Glo luminescence, 60 min; inhibition, % at 10 µM; actives 0.01% (n = 330,000); AID 488839, 2010;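 active = highest replicate inhibition of at least 50% and at least 75% of replicates reaching 50%; inconclusive = only one of the two criteria met; inactive = both criteria failed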;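 note: plate controls were DMSO neutral control for no effect and GW8510 at 10 µM for full effect; many of its hits are not listed in these tables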
Target sequence (Q00535 whole entry, looked up): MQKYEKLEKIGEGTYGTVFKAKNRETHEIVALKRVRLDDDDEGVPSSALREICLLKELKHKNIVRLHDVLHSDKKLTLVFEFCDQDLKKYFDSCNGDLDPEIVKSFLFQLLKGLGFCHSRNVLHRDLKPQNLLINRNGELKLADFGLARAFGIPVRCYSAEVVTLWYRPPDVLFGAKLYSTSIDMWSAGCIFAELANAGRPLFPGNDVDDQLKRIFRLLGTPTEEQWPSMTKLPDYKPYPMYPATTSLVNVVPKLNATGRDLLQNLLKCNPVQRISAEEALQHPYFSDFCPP
Target sequence (Q15078 whole entry, looked up): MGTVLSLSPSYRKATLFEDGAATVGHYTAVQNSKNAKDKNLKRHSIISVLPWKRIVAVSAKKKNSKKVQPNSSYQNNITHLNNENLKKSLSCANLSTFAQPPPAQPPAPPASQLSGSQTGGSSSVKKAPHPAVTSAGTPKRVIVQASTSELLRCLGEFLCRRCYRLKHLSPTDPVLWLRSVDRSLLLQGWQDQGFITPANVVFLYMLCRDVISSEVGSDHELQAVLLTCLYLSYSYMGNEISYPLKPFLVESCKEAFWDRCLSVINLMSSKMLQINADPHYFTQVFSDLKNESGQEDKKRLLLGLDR
cardiac RTF act: cardiac RTF calcium sensitivity activators, primary screen, biochemical, IANBD-TnC fluorescence, EC20 calcium; IANBD-labeled TnC RTF fluorescence at EC20 calcium; 0% EC20 calcium, 100% full calcium; activation, % at 7.2 µM; actives 0.24% (n = 340,000);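 active = activation above the mean over all tested compounds plus 3 SD, cut at about 30% in these data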;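 note: rise in fluorescence read as greater calcium sensitivity of cardiac thin filaments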
HTR5A ag: HTR5A agonists in luminescence cell assay, primary screen, counter-screen for OPRM1-OPRD1 heterodimer agonist project, full-deck HTS. cell-based. activation, % at 9.3 µM. 5-hydroxytryptamine receptor 5A (Homo sapiens), P47898. actives 0.61% (n = 340,000); in the data active = activation mostly above about 9.5%, no sharp cut-off; inactive = mostly below about 7.6%;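 note: 0% = cells with vehicle only and 100% = reference agonist; strong numbers were not always called active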
Wnt act: Wnt/beta-catenin pathway activators, primary screen, cell-based, plate reader, single point | Wnt/beta-catenin reporter cell assay, activator | activation, % at 9.35 µM | actives 1.2% (n = 300,000) | AID 743398, 2014; in the data active = activation above about 30%, passing the limit was not always enough; inconclusive = no clear call, values can overlap the other calls;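 note: 0% = neutral control wells and 100% = positive control wells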
* = called active by the depositor; ? = inconclusive; / = not tested or not shown. Compounds were not picked by outcome; any-hit rate near 4.4%.

SMILES	MITF act	SR-BI HDL uptake	dFosB activator	Rtt109 Vps75	PvdQ inh	SR-BI DiI-HDL act	CDK5 inh	cardiac RTF act	HTR5A ag	Wnt act
COc1ccc2ccccc2c1CN1CCCC(CO)C1 (stereo unspecified)	3.6	-7.9	3.6	2.4	-10.8	7.9	0.1	7.5	7.4	-4.5
O=C(Nc1ccccc1N1CCN(C(=O)c2ccccc2)CC1)c1ccc([N+](=O)[O-])o1	-60.9	/	-6.0	4.6	-12.7	/	3.1	-1.0	1.1	1.1
O=C1CCN(Cc2ccccc2)S(=O)(=O)c2ccc(C(F)(F)F)cc21	3.0	3.1	-8.5	-7.2	-15.9	-3.1	1.5	0.8	-3.0	-1.6
O=[N+]([O-])c1ccc(NC(=S)N2CCCC2)cc1	/	-23.6	-2.2	3.6	8.9	23.6	-1.1	-1.7	0.7	-0.7
CCCN(c1ccccc1C(=O)O)S(=O)(=O)c1ccc2c(c1)n(C)c(=O)n2C	-12.5	-16.8	0.9	/	-25.1	16.8	-5.3	0.1	-2.3	1.8
Cc1cccc2c(CCNC(=O)c3ccc([N+](=O)[O-])cc3)c[nH]c12	11.8	23.8	-1.2	2.6	-7.4	-23.8	0.7	2.7	0.9	-2.8
Cc1c(C)c2ccc(OC(C)C(=O)NCc3ccccn3)cc2oc1=O (stereo unspecified)	-0.3	2.6	-7.3	-1.1	-5.9	-2.6	/	1.4	-0.8	10.6
Cn1c(SCC(=O)NC(c2ccccc2)c2ccccc2)nnc1-c1cccs1	11.4	-32.9	-5.2	9.2	-3.7	32.9	-1.5	1.6	-2.6	/
COc1ccc([N+](=O)[O-])cc1NC(=S)NC(C)=O	-5.0	49.4	4.6	-5.7	-12.2	-49.4	0.9	5.7	-2.4	-1.7
O=C(O)C1C2C=CC(C2)C1C(=O)OCc1ccccc1 (stereo unspecified)	/	10.8	3.1	-4.9	-7.3	-10.8	0.3	7.7	-0.2	/
C=CCn1c(C)cc(C2=NNC(=NCC)SC2)c1C	-97.3	-3.9	-1.1	17.5	3.2	3.9	12.2	-2.2	5.6	-13.8
COc1cc(/C=C2/C(=O)CNC2=O)ccc1O	-0.1	0.8	-0.3	/	3.3	-0.8	1.1	-2.1	-5.8	1.8
COc1ccccc1N(C(=O)Cn1nnc(-c2ccc(C)o2)n1)C(C(=O)NC1CCCC1)c1ccncc1 (stereo unspecified)	-1.2	-3.8	-10.6	8.5	5.2	3.8	-0.4	-5.3	-0.2	0.8
Cc1cc(S(=O)(=O)Nc2ccc3c(c2)n(C)c(=O)n3C)ccc1F	-6.1	-164.8	-10.3	-0.2	-8.0	?	-1.5	-1.5	-5.2	3.9
Cc1cc(=O)[nH]c(N2CCN(C(c3ccccc3)c3ccccc3)CC2)n1	-1.4	-13.4	1.2	4.4	-7.2	13.4	-1.1	0.1	0.1	-2.5
COc1ccc(-c2nc(CS(=O)CC(=O)NCc3ccco3)c(C)o2)cc1OC (stereo unspecified)	/	6.9	-2.3	5.7	-8.3	-6.9	-0.8	6.2	7.4	11.1
Cc1cc(C(F)(F)F)n2ncc(-c3ccccc3)c2n1	/	39.2	4.9	-0.2	-18.8	-39.2	-0.2	4.1	1.4	1.1
CC(=O)C1=C(O)C(=O)N(CCc2c[nH]c3ccccc23)C1c1ccco1 (stereo unspecified)	2.8	8.0	-8.1	-14.0	-9.1	-8.0	0.1	0.9	2.6	-3.6
COC(=O)COc1ccc(S(=O)(=O)NCc2cccnc2)cc1C	-5.9	-7.1	-3.3	-2.8	-12.1	7.1	2.2	1.4	-3.4	0.0
O=C(Nc1ccc2nc3ccccc3nc2c1)c1ccc(Br)cc1	22.5	/	31.9*	-15.1	-7.2	/	-1.4	5.5	3.5	/
Cc1ccc2c(=O)[nH]c(Cc3ccccc3C(=O)O)nc2c1	-6.6	-20.9	1.1	-12.2	-12.5	20.9	-2.7	-0.8	4.1	-3.5
O=C(COc1cccc2cccnc12)N1CCc2ccccc21	15.7	1.9	-2.0	/	6.3	-1.9	0.0	-2.6	6.9	15.3
CCn1cc(C(=O)N2CCCCC2)c(=O)c2cc(S(=O)(=O)N3CCC(C)CC3)ccc21	/	-4.1	-8.9	0.6	-13.3	4.1	0.5	-0.7	-1.5	/
CC(Sc1nc2c(c(=O)[nH]1)CCCC2)C(=O)Nc1ccc(S(N)(=O)=O)cc1 (stereo unspecified)	-4.8	/	-3.5	-9.0	0.8	/	-2.1	1.1	4.7	-1.6
C[C@@H](C(=O)NC1CCCC1)N1C(=O)N2CCc3c([nH]c4ccccc34)[C@@]2(C)C1=O	-11.0	60.2	-7.5	6.4	-2.9	-60.2	-1.2	1.1	0.9	-1.8
Brc1ccccc1/C=N/Nc1nc2ccccc2o1	81.1*	/	5.1	6.2	2.9	/	0.1	-4.8	2.2	19.8
CN1CCc2c(sc3c2C(=O)NC(c2ccco2)N3)C1 (stereo unspecified)	8.6	-7.9	-8.5	-8.8	-1.9	7.9	-0.9	18.6	5.1	/
COCCN(Cc1ccccc1)C(=O)c1cccc(S(=O)(=O)N2CCN(c3ccc(F)cc3)CC2)c1	-6.5	21.0	-2.9	3.3	-5.3	-21.0	1.1	3.8	2.7	15.0
CSc1ccc(/C=N/N2CCN(C)CC2)cc1	49.2	12.5	2.7	6.8	6.6	-12.5	2.3	1.0	4.6	32.3*
O=C(NCCc1ccc(Cl)cc1)c1cccs1	63.1	-2.1	-6.0	0.0	-9.6	2.1	0.5	0.1	-2.2	-0.1
Cc1cc(C(=O)NCC(c2ccco2)N(C)C)ccc1[N+](=O)[O-] (stereo unspecified)	7.5	7.8	-2.9	1.9	-6.6	-7.8	1.2	8.0	2.3	-2.5
CCOC(=O)C1CCN(C(=O)Nc2ccc(OC)c(OC)c2)CC1	8.8	13.8	4.0	13.2	5.5	-13.8	-1.7	0.2	3.7	/
NCCCn1c(C(=O)c2ccc(Cl)cc2)c2ccc([N+](=O)[O-])cc2[n+]1[O-]	-23.9	15.5	-8.3	1.0	-10.3	-15.5	-0.2	10.2	4.3	7.8
O=[N+]([O-])c1ccccc1OCC(O)CN1CCN(CC(O)COc2ccccc2[N+](=O)[O-])CC1 (stereo unspecified)	/	5.6	-3.2	-3.2	-9.3	-5.6	-0.3	4.3	-1.6	-0.4
O=C1COc2ccc(C(=O)COC(=O)Cc3ccc(Cl)cc3)cc2N1	2.8	3.4	-17.4	-2.7	-9.8	-3.4	0.1	4.6	0.0	-1.8
Cc1c(C#N)c2ccccc2n1CC(=O)NCC1CCCO1 (stereo unspecified)	10.7	-27.6	-9.8	12.6	7.0	27.6	-0.6	2.6	-0.4	-1.5
c1ccc2oc(-c3nn4c(Cn5cnc6ccccc65)nnc4s3)cc2c1	-10.6	/	-6.5	-14.0	-7.2	/	-6.9	5.6	3.3	9.0
COc1ccc(NC(=S)NC(=O)/C=C/c2cccs2)cc1	1.5	-0.5	3.8	2.6	-22.1	0.5	-3.5	-3.7	2.0	-9.7
CC(=O)c1c(C)nn(C(=O)c2cccs2)c1C	4.8	-23.4	-6.8	0.2	-0.9	23.4	0.3	8.9	-4.4	-3.5
Cc1c(N/C=C(\Cl)C(=O)C(F)(F)F)c(=O)n(-c2ccccc2)n1C	-11.4	-12.1	0.5	2.3	11.1	12.1	-0.9	-4.2	1.1	-1.9

The final two compounds of the section above are carried over, then new ones follow:
SMILES	MITF act	SR-BI HDL uptake	dFosB activator	Rtt109 Vps75	PvdQ inh	SR-BI DiI-HDL act	CDK5 inh	cardiac RTF act	HTR5A ag	Wnt act
CC(=O)c1c(C)nn(C(=O)c2cccs2)c1C	4.8	-23.4	-6.8	0.2	-0.9	23.4	0.3	8.9	-4.4	-3.5
Cc1c(N/C=C(\Cl)C(=O)C(F)(F)F)c(=O)n(-c2ccccc2)n1C	-11.4	-12.1	0.5	2.3	11.1	12.1	-0.9	-4.2	1.1	-1.9
CC(C)(C)OC(=O)C[C@H]1C/C=C\C[C@H](CC(=O)N(CCO)Cc2ccccc2)C(=O)N[C@@H](Cc2ccccc2)COC1=O	0.0	10.8	-17.4	6.3	-10.9	-10.8	-0.4	3.7	-2.0	1.7
O=c1cc(NS(=O)(=O)c2ccccc2)nc(SCc2c(Cl)cccc2Cl)[nH]1	-8.8	13.4	0.4	1.7	1.4	-13.4	1.2	-5.6	1.4	/
COc1ccccc1NC(=O)CC(=O)c1ccccc1	10.9	6.6	4.0	-0.3	-1.2	-6.6	0.8	-1.6	3.9	3.7
O=S(=O)(c1ccc2ccccc2c1)N1CCN(C(=S)Nc2ccc(F)c(Cl)c2)CC1	-13.1	10.6	-8.8	-9.8	-6.9	-10.6	1.8	14.1	-3.5	/
Cc1cc(C(=O)Nc2ccc(S(=O)(=O)Nc3onc(C)c3C)cc2)c(C)o1	-6.6	-21.7	2.8	9.6	-8.5	21.7	0.1	-1.7	3.1	-3.0
COC(=O)c1c(NC(=O)CN2CCN(c3ccccc3)CC2)c2c(C)cccc2n1C	2.5	-20.6	-5.8	8.8	14.3	20.6	1.2	3.0	-0.9	/
Cn1c(SCC#N)nc2ccccc2c1=O	-6.0	/	-0.5	-18.4	6.6	/	-2.6	1.5	-3.1	-2.6
COc1ccc(-c2nc(SC(C)C(=O)Nc3ccc(NC(C)=O)cc3)n[nH]2)cc1 (stereo unspecified)	-11.1	5.2	-11.2	-0.5	-8.4	-5.2	1.4	2.4	1.4	0.2
Cc1ccc(-n2c(=O)[nH]c3c(C(N)=O)nc(-c4ccc(C)o4)nc32)cc1	17.9	5.4	0.7	-1.3	-16.0	-5.4	1.0	1.2	11.2*	-2.0
CCOC(=O)c1nnn(-c2nc(N(C)C)nc(N(C)C)n2)c1C	1.5	40.3	-1.4	4.0	-9.5	-40.3	0.3	2.7	3.5	-0.7
COc1cccc(NC(=O)c2ccncc2)c1	6.4	18.3	0.5	5.4	-11.9	-18.3	1.3	6.7	2.1	/
CCc1cc(Cn2nc(C(=O)O)cc2-c2ccccc2)on1	-2.3	-7.5	6.3	-10.4	-2.5	7.5	-1.0	-6.2	2.5	-0.1
